From PubChem BioAssay
KCNH2 3.1 block: blocks the human KCNH2 3.1 channel isoform | U2OS KCNH2 3.1, thallium flux FluxOr; active compounds read low | activity change, % (tested at about 1.8 µM) | actives 0.95% (n = 340,000) | AID 720553;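 active = maximum activity change below -70%; inconclusive = maximum activity change from -70% to -50%; inactive = maximum activity change above -50%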;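 note: thallium influx rate constant from kinetic fluorescence after stimulation buffer; % is set by controls: 0 for no effect and ±100 for the full control effect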
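Steps: virus added to U2OS suspension (4 h, RT, dark); medium with 10% FBS added, cells plated, 37 C overnight; FluxOr/Red40 loading buffer 45 min RT; stimulation buffer, 2 min kinetic read; rate constant normalized.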
TRPV1 ag: activates the human vanilloid receptor TRPV1; Q8NER1; TRPV1-expressing cells, Fluo-8 calcium influx, agonist mode; activation, % at 8.33 µM; actives 0.19% (n = 320,000); in the data active = activation above about 80%; inconclusive = between about 30% and that limit; note: 0% is about no effect
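Cells expressing TRPV1 were dye-loaded with Fluo-8 and read kinetically: 10 s baseline, 3 min after compound (agonist portion), then 2 min after EC20 capsaicin (allosteric enhancer portion). Calcium-bound dye fluorescence at 480/520 nm.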
Menin-MLL TR inh: menin-MLL binding inhibition, Texas Red mutant peptide | Menin + Texas Red MLL mutant peptide, fluorescence polarization | Potency, µM (highest dose often 61.6 µM), for the others: at the top dose FP activity change, negative = inhibition, actives largely listed as inhibitors | actives 0.23% (n = 270,000) | AID 1768; active = well fitted inhibition curve with a large enough effect in the polarisation, with a control signal flat, not every such curve was filed as active; inconclusive = small, poorly fitted or top-dose-only effect, or effect the other way, or a change in a side signal; inactive = no such curve, though single readings can be large or run the other way; the % refers to the polarisation; note: potency is the fitted concentration of half-maximal effect; % of control where 0% means no effect; many of its hits are not listed in these tables
hERG WT inh: blocks the wildtype human KCNH2 potassium channel. actives 0.37% (n = 340,000). U2OS, BacMam KCNH2, thallium flux FluxOr; active compounds read low. activity change, % at 1.84 µM. Q12809;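 active = maximum activity change below -70%; inconclusive = maximum activity change between -70% and -50%; inactive = maximum activity change above -50%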; note: % is set by controls: 0 for no effect and ±100 for the full control effect
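U2OS cells were transduced with wild-type KCNH2 virus (2.03 x 10^8 / mL) for 4 h at room temperature, then cultured overnight at 37 C. Thallium flux was read with FluxOr dye. Rate constants were normalized to DMSO controls.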
Coupling enz: counter-screen for Giardia aldolase inhibitors: coupling enzyme system. AID 2472. activity change, negative = inhibition, % at 58.2 µM, hits read low. coupling enzyme system counterscreen, AmpLite Red fluorescence. actives 0.67% (n = 290,000); in the data active = activity change below about -30%; note: % is set by controls: 0 for no effect and ±100 for the full control effect
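Coupling enzymes only (glyceraldehyde-3-phosphate) + compound, at 57.5 uM final, 10 min RT; add substrate/coupling/AmpLite Red mix, 20 min RT; fluorescence ex 525/em 598 nm. Actives flag coupling-system interference.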
B2AR arrestin: recruits beta-arrestin to the human beta2-adrenergic receptor | P07550 | Potency, µM (highest dose often 46.1 µM), without a hit: at the top dose activation, actives largely listed as activators | beta-arrestin recruitment to beta2AR, cell-based reporter | actives 0.02% (n = 330,000);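 note: potency is the fitted concentration of half-maximal effect; 0% = DMSO controls and full agonism = EC100 isoproterenol or metaproterenol; nearly all actives have a fitted effect of over 65% in size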
Giardia kill: kills Giardia lamblia. AID 540267. actives 0.15% (n = 340,000). Giardia lamblia trophozoite viability. activity change, % at 7.66 µM, hits read low; in the data active = activity change below about -80%; inconclusive = between about -30% and that limit;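 note: parasites exposed to compound for two days anaerobically before the ATP read; % is set by controls: 0 for no effect and ±100 for the full control effect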
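Compounds were tested on trophozoites seeded at 100 cells/well and held 48 hrs at 37 deg C anaerobically. An ATP-based luminescent kit measured the remaining live cells.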
PKM2 activator: PKM2 (human) enzyme activation. purified PKM2, Kinase-Glo ATP luminescence, activation; response scale: 0% is enzyme alone, no compound. Potency, µM (series often up to 57.5 µM), for the others: at the top dose activation, actives largely listed as activators. actives 0.34% (n = 260,000). AID 1631; note: potency is the fitted concentration of half-maximal effect; % is set by controls: 0 for no effect and ±100 for the full control effect; nearly all actives have a fitted effect of over 55% in size
Target sequence (P14618 whole entry, looked up): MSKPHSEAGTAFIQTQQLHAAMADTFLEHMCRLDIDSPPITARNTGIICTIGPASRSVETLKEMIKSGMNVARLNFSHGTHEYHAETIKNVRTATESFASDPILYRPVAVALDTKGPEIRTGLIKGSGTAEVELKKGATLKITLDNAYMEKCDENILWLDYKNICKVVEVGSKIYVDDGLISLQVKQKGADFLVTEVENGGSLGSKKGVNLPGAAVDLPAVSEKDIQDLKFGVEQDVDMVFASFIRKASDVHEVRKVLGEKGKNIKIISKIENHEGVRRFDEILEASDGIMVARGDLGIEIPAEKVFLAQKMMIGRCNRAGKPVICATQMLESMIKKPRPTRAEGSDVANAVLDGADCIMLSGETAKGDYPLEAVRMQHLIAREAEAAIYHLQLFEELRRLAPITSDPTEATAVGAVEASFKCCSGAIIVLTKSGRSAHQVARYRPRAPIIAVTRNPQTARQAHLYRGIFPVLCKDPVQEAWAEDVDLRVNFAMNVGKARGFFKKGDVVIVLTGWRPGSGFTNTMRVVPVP
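Purified hPK-M2 (>95% pure) converted ADP (0.1 mM final) to ATP with 0.5 mM PEP in 50 mM imidazole pH7.2, KCl, MgCl2, Tween 20, BSA; 1 h at room temperature. ATP detected by Kinase-Glo luminescence.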
USP2a inh: blocks human ubiquitin-specific protease USP2a. USP2 core, Ub-CHOP2 coupled fluorogenic reporter, 485/531. Potency, µM (titrated, usually from 38.3 µM), for the others: at the highest dose activity change, negative = inhibition, most hits filed as inhibitors. actives 0.01% (n = 330,000). AID 463254;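 note: potency is the fitted concentration of half-maximal effect; plate controls were DMSO wells for no effect and full inhibition by NEM control for full effect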
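Deubiquitinase activity read as fluorescence (485/531 nm) after Ub-CHOP2 cleavage activates the enterokinase reporter on its substrate; USP2 core 10nM, Ub-CHOP2 and substrate 25nM each, 30min compound preincubation then 60min RT; data normalized to NEM, curves fitted.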
GALK inhibitor: galactokinase (human) inhibition. P51570. Purified GALK, Kinase-Glo residual ATP luminescence. Potency, µM (highest dose often 57.5 µM), without a hit: at the top dose activity change, negative = inhibition, hits mostly inhibitors. actives 0.007% (n = 270,000). AID 1868; note: potency is the fitted concentration of half-maximal effect; % is set by controls: 0 for no effect and ±100 for the full control effect
Target sequence (P51570 whole entry, looked up): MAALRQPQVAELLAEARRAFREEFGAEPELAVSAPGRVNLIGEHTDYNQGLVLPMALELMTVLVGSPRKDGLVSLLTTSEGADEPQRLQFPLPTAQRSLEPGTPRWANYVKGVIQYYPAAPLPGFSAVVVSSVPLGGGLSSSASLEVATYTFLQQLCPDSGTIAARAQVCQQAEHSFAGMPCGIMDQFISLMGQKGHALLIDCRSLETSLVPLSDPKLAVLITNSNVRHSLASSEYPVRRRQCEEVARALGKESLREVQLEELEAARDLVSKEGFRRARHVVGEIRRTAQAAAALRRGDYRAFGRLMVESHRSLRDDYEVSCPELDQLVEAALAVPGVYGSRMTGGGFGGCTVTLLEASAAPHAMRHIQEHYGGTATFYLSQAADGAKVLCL
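ATP-depletion format; final 35 uM ATP, 100 uM D-galactose, 5 nM enzyme; pH 8.0 HEPES/Mg2+ buffer; 60 min RT; luminescence read 10 min after detection reagent.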
CXXC DNA block: MLL CXXC-DNA interaction inhibition | Potency, µM (doses to about 115 µM), without a hit: at the top dose activity change, negative = inhibition, hits mostly inhibitors | MLL-CXXC / FITC-HOXA9 DNA fluorescence polarization | Q03164 | actives 0.037% (n = 290,000) | AID 2662; active = well fitted inhibition curve with a large enough effect in the polarisation, with a control signal flat, not every such curve was filed as active; inconclusive = small, poorly fitted or top-dose-only effect, or effect the other way, or a change in a side signal; inactive = no such curve, though single readings can be large or run the other way; the % refers to the polarisation; note: potency is the fitted concentration of half-maximal effect
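Steps: dispense CXXC domain solution (7 uM) → pin compounds or unlabeled HOX-A9 DNA control → 5 min ambient → add FLSN-HOX-A9 solution (50 nM) → spin → 30 min ambient → fluorescence polarization. Tris pH 7.5/NaCl/DTT/BSA buffer.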
Starred values were filed as active, the others as inactive; ? = inconclusive; . = not tested or not shown; [ ] = remark or other dose. Unless noted, calls come from the whole dose curve; as a rule, active = well fitted curve in the direction sought with a large enough effect; inconclusive = small, poorly fitted or top-dose-only effect, or another doubt; inactive = no such curve, though single readings can be large; an effect the other way counts as inactive or inconclusive. Not all compounds are listed. The share of hits here may be higher or lower than overall.

SMILES | KCNH2 3.1 block | TRPV1 ag | Menin-MLL TR inh | hERG WT inh | Coupling enz | B2AR arrestin | Giardia kill | PKM2 activator | USP2a inh | GALK inhibitor | CXXC DNA block
Cn1c(SCC(=O)NC2CCCCC2)nnc1-c1cccc(N)c1 | -3 | 0 | 9% | 4 | 1 | 0.2% | 22 | -14% | 4% | 2% | 2%
Cc1cc(F)ccc1S(=O)(=O)Nc1ccccc1C(=O)NCc1ccccn1 | 5 | 6 | 2% | -7 | 2 | -0.3% | -14 | -1% | 10% | -3% | -1%
CN1CCN(c2ccc([N+](=O)[O-])cc2C(=O)c2ccccc2)CC1 | 2 | -3 | 3% | 65 | 6 | -1.0% | 9 | 9% | 3% | 1% | -3%
Cc1c(Br)cc(C(=O)N2CCCCCC2)c(C)c1C | 0 | ? | ? | 0 | 11 | 0.1% | 5 | 4% | 4% | 4% | 5%
Cc1ccnc(NC(=O)c2cccc(S(=O)(=O)N3CCN(c4ccc(F)cc4)CC3)c2)c1 | -72* | 3 | . | -26 | . | -0.3% | -8 | . | -3% | . | .
O=C1CCCC2=C1C(c1ccc(O)c(O)c1)Nc1ccc3ncccc3c12 (stereo unspecified) | -42 | -1 | 0% | -2 | -14 | -0.7% | 8 | ? | -1% | 0% | -1%
CC1(C)CC(=O)C(C=Nc2ccc(O)cc2)=C(O)C1 | -7 | -2 | 14% | 0 | -1 | 0.2% | 0 | -6% | 4% | 1% | 2%
Cc1ccccc1NC1=NC(C)(C)N=C(N)N1 | 2 | 1 | -19% | -5 | -1 | -2.2% | 9 | -4% | 1% | -3% | 1%
O=C(/C=C/c1ccccc1)N1CCC(N2CCC(C(=O)N3CCOCC3)CC2)CC1 | 4 | -2 | 4% | 20 | 0 | -0.4% | 11 | 6% | 3% | -2% | -3%
Cc1ccc(S(=O)(=O)Nc2ccc3c(c2)C(=O)N([C@H](C)CO)C[C@H](C)[C@@H](CN(C)Cc2ccccc2)O3)cc1 | 11 | . | . | 1 | . | -0.2% | -21 | . | 2% | . | .
CCOC(=O)c1ccc(N/C(=N\S(=O)(=O)c2ccccc2C)c2ccccc2)cc1 | -1 | 7 | 24% | -4 | -1 | 0.0% | 26 | 4% | 1% | -5% | -5%
Cc1cccc(C)c1NC(=O)C(NC(=O)c1ccccn1)c1ccc([N+](=O)[O-])cc1 (stereo unspecified) | -18 | 0 | 3% | 10 | 2 | -0.1% | 14 | 3% | 2% | -1% | -6%
Nn1cnc2c(c1=O)C1(CCCCC1)Cc1ccccc1-2 | 7 | 8 | 0% | -2 | -1 | -1.2% | -5 | 6% | 9% | -2% | -2%
C/C(=N\O)c1cc(Cl)cc(Cl)c1O | -2 | -2 | . | -4 | 4 | -0.8% | -11 | -2% | 3% | . | -16%
COc1ccc(-c2nc(CCl)cs2)cc1OC | 1 | 1 | 2% | 0 | 0 | 0.5% | 0 | -2% | 9% | 2% | -19%
O=C(NC1CCCCCC1)c1c(F)c(F)c(F)c(F)c1F | -8 | 17 | 0% | 26 | -1 | 0.0% | -2 | -1% | 1% | -2% | 4%
O=C1C2CC=C(Cl)CC2C(=O)N1CCC[n+]1cccc2ccccc21 (stereo unspecified) | 1 | -3 | -9% | -1 | -4 | 0.5% | 14 | -3% | 0% | -1% | 5%
COc1cccc(CN2CC(C(=O)NCCOc3ccccc3F)CCC2=O)c1 (stereo unspecified) | -4 | 6 | -1% | 6 | 2 | 0.2% | -13 | . | 0% | 0% | 6%
O=C(Nc1nnc(-c2ccco2)o1)c1cccc(N2C(=O)CCC2=O)c1 | -17 | 3 | 0% | 4 | 0 | -0.8% | -22 | 1% | 3% | -2% | -6%
CSc1ccc(COC(=O)CCS(=O)(=O)c2ccc(C)cc2)cc1 | -1 | 11 | . | -1 | . | -0.3% | 17 | . | 7% | . | .
COc1ccc(N2CCN(C(=O)CCS(=O)(=O)c3ccc4c(c3)CCN4C(=O)C3CC3)CC2)cc1 | 20 | -5 | . | 5 | . | -0.7% | -28 | . | 1% | 2% | 3%
CC(=O)c1cccc(NC(=O)COC(=O)C2CCCN2C(=O)c2cccs2)c1 (stereo unspecified) | 5 | . | . | -4 | . | -0.4% | -7 | . | 1% | . | .
[O-][N+]12CCCCC1CCCC2CO (stereo unspecified) | 23 | -6 | . | -4 | 2 | -1.1% | -3 | 4% | 14% | 1% | -2%
O=[N+]([O-])c1cc(S(=O)(=O)N2CCCC2)ccc1N/N=C/c1ccncc1 | -1 | 14 | -5% | -2 | -7 | -0.5% | ? | -7% | 1% | . | 20%
CCOc1ccc(CCNC(=O)COC(=O)COc2ccc(C#N)cc2)cc1OCC | 2 | 2 | . | 4 | . | -0.1% | -5 | . | 4% | . | .
Cc1ccc(S(=O)(=O)N(c2cccc(C)c2)C2CCS(=O)(=O)C2)cc1 (stereo unspecified) | 3 | 0 | 13% | -5 | -1 | -0.3% | 4 | 0% | 4% | -1% | -4%
CC(=O)N1c2ccccc2C2CCCC[C@H]21 (stereo partly specified) | -10 | -4 | . | -18 | . | -0.9% | -11 | . | 1% | . | .
CC(=O)OC1CC(C)(C)N(OC(=O)CCCN2C(=O)c3ccccc3C2=O)C(C)(C)C1 | -9 | 3 | ? | -13 | 1 | 0.0% | 6 | -8% | -1% | 0% | -2%
Cn1ncc2c(N3CCOCC3)ncnc21 | 1 | -1 | 32%[activator] | 18 | 1 | -0.3% | -20 | 1% | 1% | -1% | 6%
CC(=O)Nc1ccc(S(=O)(=O)N2CCOCC2)cc1 | -6 | 0 | -5% | -2 | 3 | -0.5% | 13 | 3% | 0% | 0% | 1%
C=CCn1c(O)c(N=NC(=O)c2ccc3c(c2)OCO3)c2ccccc21 | -7 | 4 | 3% | -18 | 1 | -0.2% | -16 | -4% | 3% | -2% | 3%
O=C(C1=C(O)C(=O)N(CCOCCO)C1c1cccs1)c1cccs1 (stereo unspecified) | -5 | -7 | 8% | 3 | 0 | 0.1% | -8 | -1% | 10% | 0% | -4%
CCc1nc(SCC(=O)N2CCN(c3ccccc3)CC2)c2c(=O)n(C)c(=O)n(C)c2n1 | . | -1 | 14% | . | 0 | -1.9% | . | -10% | 1% | 3% | -5%
Cc1cc(C)cc(NC(=O)CS(=O)(=O)c2ccccc2)c1 | 15 | 1 | 0% | -1 | 2 | -0.5% | -6 | 5%[11.5 µM] | 3% | -3% | -7%
CCN(CC)S(=O)(=O)c1cc(NS(=O)(=O)c2cccs2)ccc1C | 15 | . | . | -11 | . | -0.3% | 7 | . | 1% | . | .
CC(=O)Nc1ccc(NC(=O)C(C)OC(=O)c2ccccc2C(=O)c2ccc(Cl)c([N+](=O)[O-])c2)cc1 (stereo unspecified) | -3 | 0 | 8% | 10 | -2 | 0.6% | -23 | 9% | -1% | -2% | 2%
CC(C)(C)c1ccc(OCCn2ccccc2=O)cc1 | 20 | ? | 6% | -14 | 1 | -1.3% | 9 | -5% | 1% | 9% | 1%
COc1cc(NC(=S)NCCc2ccc(S(N)(=O)=O)cc2)c(OC)cc1Cl | 4 | 3 | ? | -3 | -7 | -0.4% | -12 | 1% | 3% | -2% | -10%
